Source: PubChem
IMP-1 inhibitor: blocks Pseudomonas aeruginosa IMP-1 metallo-beta-lactamase; purified IMP-1, nitrocefin hydrolysis, epi-absorbance fluorescence; inhibition, % at 5.6 µM; 290,000 compounds, 0.45% hits;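 active = inhibition above the mean plus 3 SD of all compounds in the same screening run, cut at about 4.5% in these data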;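 note: 0% = IMP-1 with DMSO and 100% = DMSO wells lacking enzyme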
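System – purified recombinant IMP-1 beta-lactamase · Input – IMP-1 dispensed at 0.2 nM · Timing – 15 min preincubation plus 25 min reaction at 25 °C · Signal – Epi-absorbance fluorescence, 480 nm excitation, 530 nm emission · Measure – percent IMP-1 inhibition derived from blank-referenced optical density · Controls – Enzyme-plus-DMSO low control, enzyme-free DMSO high control · Replication – singlicate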
VIM-2 inh: blocks Pseudomonas aeruginosa VIM-2 metallo-beta-lactamase; purified VIM-2, nitrocefin hydrolysis, epi-absorbance fluorescence; inhibition, % at 5.6 µM; 290,000 compounds, 0.89% hits;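 active = inhibition above the mean of all tested compounds plus 3 SD, cutoff set per screening run, cut at about 7.5% in these data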;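 note: red hydrolysis product quenches plate fluorescence so inhibitors raise well fluorescence; 0% = enzyme with DMSO and 100% = DMSO without enzyme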
UBC9 SUMO inh: SUMOylation inhibition | 290,000 compounds, 0.36% hits | HTRF SUMOylation assay, SAE1/SAE2 + UBC9, in vitro | AID 2006 | P63279 | inhibition, % at 35 µM; in the data active = inhibition above about 50%, passing the limit was not always enough; note: strong numbers were not always called active
Target sequence (P63279 whole entry, looked up): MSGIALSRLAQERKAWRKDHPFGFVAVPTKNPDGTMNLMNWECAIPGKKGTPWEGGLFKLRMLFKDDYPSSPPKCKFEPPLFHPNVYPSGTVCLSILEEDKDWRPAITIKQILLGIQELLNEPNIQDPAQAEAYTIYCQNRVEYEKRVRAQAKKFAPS
M18AAP inhibitor: PfM18AAP enzyme inhibition; AID 1822; inhibition, % at 7.35 µM; recombinant PfM18AAP, H-Glu-NHMec fluorogenic cleavage; 290,000 compounds, 1.2% hits;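 active = inhibition above the campaign mean inhibition over all tested compounds plus 3 SD, cut at about 28% in these data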;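 note: 0% = plate median of test compound wells and 100% = 2 mM ZnCl2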
MEKK2 WT-MEK5: raises or lowers MEK5 binding to wildtype human MEKK2 PB1 domain. Q9Y2U5. bead flow cytometry, Alexa488-MEK5 binding to MEKK2 WT; actives lie on both sides. binding response (% of control), % at 10 µM. 290,000 compounds, 1.1% hits. AID 1531; in the data active = binding response below about 67% or above about 130%
FID counter: counter-screen for HCV NS3 helicase inhibitors: DNA intercalator displacement; DNA fluorescent intercalator displacement, fluorescence; inhibition, % at 7.9 µM; 290,000 compounds, 0.17% hits; AID 1845; in the data active = inhibition above about 37%;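 note: 0% = vehicle and 100% = reference compound; higher means more ethidium bromide displaced from hairpin DNA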
HCV NS3 hel inh: HCV NS3 helicase inhibition; NS3 helicase DNA unwinding, Cy5 molecular beacon fluorescence; inhibition, % at 10.9 µM; 290,000 compounds, 0.56% hits; AID 1800;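 active = inhibition above the mean of all tested compounds plus 3 SD, set per campaign, cut at about 35% in these data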;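 note: 0% = DMSO wells and 100% = thioflavine S control wells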
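System: NS3 helicase fragment of HCV / Schedule: 1 h at 25 °C / Control set: DMSO alone as 0% and 110 µM thioflavine S as 100% / Reagent: Cy5/quencher beacon DNA duplex and ATP to start / Technique: Cy5 fluorescence / Replication: singlicate / Evaluation: % inhibition of end-to-start signal ratio versus controls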
MEKK2 mut-MEK5: signal of MEK5 binding to mutant human MEKK2 PB1 domain; bead flow cytometry, Alexa488-MEK5 binding to MEKK2 mutant; percent response, % at 10 µM; 290,000 compounds, 0.35% hits; AID 1530; in the data active = percent response above about 24%, passing the limit was not always enough; note: inactives centre near 1; some results filed as inactive read as strong as hits
NALP1 inh: inhibitors of NALP1 inflammasome in yeast; S. cerevisiae NALP1/ASC/caspase-1 growth, X-gal OD620, 72 h; inhibition, % at 10 µM; 280,000 compounds, 0.61% hits; in the data active = inhibition mostly above about 24%, no sharp cut-off; inactive = mostly below about 32%; note: some compounds called inactive have numbers as strong as hits
* hit, by the source's call; x = no result given.

SMILES	IMP-1 inhibitor	VIM-2 inh	UBC9 SUMO inh	M18AAP inhibitor	MEKK2 WT-MEK5	FID counter	HCV NS3 hel inh	MEKK2 mut-MEK5	NALP1 inh
O=C1/C(=C/c2ccccc2)Oc2cc(OC(=O)N3CCOCC3)ccc21	2.6	1.6	5	7	95	-3	3	-1	16
CCCSc1nc(=O)n2cccc(C)c2n1	-1.5	-0.3	6	-3	95	1	6	-4	15
O=C1ON=C(c2ccc(Cl)cc2)/C1=C/c1ccc(O)cc1	-2.8	-2.7	13	4	98	-6	10	-2	-1
COc1ccc(N2CCN(C(=O)c3ccc(C)c(Cl)c3)CC2)cc1	-3.8	-2.9	5	1	103	-29	-7	2	8
COc1ccc(N(C(=O)c2ccncc2)S(=O)(=O)c2ccc(OC)c(OC)c2)cc1	-4.3	-0.4	4	-2	94	-37	-5	1	13
COc1cc(C(=O)Nc2cc(C)cc(C)c2)c(-n2cnnn2)cc1OC	-3.6	-1.5	9	-10	85	-4	-5	-11	-5
O=C(/C=C/c1ccccc1)N1CCN(c2ccc([N+](=O)[O-])c(N3CCOCC3)c2)CC1	-4.5	1.0	-16	0	99	-35	-2	1	16
COc1ccc(Nc2ncc(C(=O)N3CCN(c4ccccc4OC)CC3)c3ccccc23)cc1	-2.1	-2.8	12	6	106	-38	-8	2	-11
Cc1cc(C(=O)O)c(CCCN)s1	-3.9	-4.6	0	2	88	3	-5	-6	-7
COc1cc(C#N)ccc1OCC(=O)NCc1cccs1	-0.4	-2.8	29	14	97	-10	-8	-3	-12
CCc1ccccc1OCC(=O)Nc1nc(-c2cccnc2)cs1	-4.8	-3.3	-28	0	97	-11	-2	0	-9
N#CC1=C(N)Oc2n[nH]c(-c3cccs3)c2C1C1CCCCC1 (stereo not drawn)	0.8	-3.3	-28	0	91	-5	-9	1	47
COc1ccc(S(=O)(=O)N(C)CC(=O)N2CCOCC2)cc1Cl	-3.0	-4.4	-2	4	107	-2	2	4	15
O=C1[C@@H]2C(c3cccnc3)=NO[C@@H]2C(=O)N1c1ccc2ccccc2c1	0.3	-1.6	-9	-4	78	-9	6	-17	18
CCOc1ccccc1-n1c(SCC(=O)NCc2ccco2)nnc1-c1ccncc1	-1.2	-1.6	6	7	91	-14	5	-2	19
CC(=O)c1c(C)oc2ccc(N(C(=O)C3CCCCC3)S(=O)(=O)c3cc([N+](=O)[O-])ccc3C)cc12	-0.6	-0.6	0	-3	105	5	8	8	29
O=C(C[n+]1ccccc1)N/N=C/c1c(F)cccc1Cl	-5.0	-4.2	3	-9	92	-6	7	-4	6
CC1Oc2ccccc2N(CC(=O)c2ccccc2)C1=O (stereo not drawn)	-1.9	-0.2	-5	7	98	-8	-3	1	-1
COCc1cc(C(C)=O)ccc1OC	-5.2	-2.9	21	-2	90	2	-2	-5	10
Cc1cc(C)n2nc(SCc3nc4ccccc4[nH]3)nc2n1	1.4	-1.3	10	6	101	-6	-4	3	14
N#C/C(=C(/O)c1ccc([N+](=O)[O-])s1)c1nc2ccccc2[nH]1	-2.4	-4.0	15	-2	101	0	1	-2	11
CCOC(=O)NNc1cc(C(F)(F)F)ccn1	0.0	0.7	16	50*	91	-2	22	-8	18
COc1cc(/C=N/n2c(-c3cc(C)[nH]n3)n[nH]c2=S)cc(OC)c1O	-4.4	-4.8	2	13	103	1	6	1	0
COc1cc(CO)c(Br)cc1OCC(N)=O	-3.4	-0.9	3	3	100	-3	-4	2	6
COc1ccc(-n2c(Cc3cccn3C)nnc2SCC(=O)N2CCOCC2)cc1	-3.6	-2.2	7	-2	89	-26	0	-4	12
CCOC(=O)C1(CCOc2ccccc2)CCN(Cc2cccs2)CC1	-2.4	-2.7	3	3	111	2	-5	6	-12
Cc1ccccc1NC(=O)Cn1nc(C)c2ccccc2c1=O	-1.5	-0.7	20	-9	101	-3	-12	-4	23
COC(=O)Nc1nc2ccc(Br)cc2s1	-3.4	-5.8	16	-8	93	0	-1	-2	14
COc1ccc(OC)c2c(C)cc(N3CCCN(C)CC3)nc12	-2.2	1.4	7	-2	108	14	-3	7	11
O=C(C1CCCN(Cc2nc(-c3ccc(Cl)cc3)no2)C1)N1CCOCC1 (stereo not drawn)	-2.9	-4.5	9	1	90	-23	-2	-5	2

In the list so far, these contain a furan ring, fused or not:
SMILES	IMP-1 inhibitor	VIM-2 inh	UBC9 SUMO inh	M18AAP inhibitor	MEKK2 WT-MEK5	FID counter	HCV NS3 hel inh	MEKK2 mut-MEK5	NALP1 inh
CCOc1ccccc1-n1c(SCC(=O)NCc2ccco2)nnc1-c1ccncc1	-1.2	-1.6	6	7	91	-14	5	-2	19
CC(=O)c1c(C)oc2ccc(N(C(=O)C3CCCCC3)S(=O)(=O)c3cc([N+](=O)[O-])ccc3C)cc12	-0.6	-0.6	0	-3	105	5	8	8	29

The results go on:
SMILES	IMP-1 inhibitor	VIM-2 inh	UBC9 SUMO inh	M18AAP inhibitor	MEKK2 WT-MEK5	FID counter	HCV NS3 hel inh	MEKK2 mut-MEK5	NALP1 inh
CC1Cc2ccccc2N1C(=O)CSCC(=O)O (stereo not drawn)	-3.0	-2.7	-13	1	96	2	-2	-3	-1
Cc1c([N+](=O)[O-])cc(C(=O)Nc2ccc3ncccc3c2)cc1[N+](=O)[O-]	-0.3	-1.9	10	3	102	18	4	0	16
CCOC(=O)c1ccc(NC(=S)NCCCN2CCCC2=O)cc1	-1.9	0.4	-15	-11	85	-12	-2	-10	-11
COc1ccc(CC(=O)NNC2=Nc3cccc4cccc2c34)cc1OC	-1.9	-2.2	16	-5	85	-12	-13	-9	x
CC1(NC(=O)N2CCCCC2)CCS(=O)(=O)C1 (stereo not drawn)	0.0	-0.3	1	6	98	-3	6	3	0
CC(C(=O)NC1CCCc2ccccc21)N1CCN(Cc2ccc3c(c2)OCO3)CC1 (stereo not drawn)	-5.1	-0.9	-1	-13	98	-1	-6	0	-4
Cc1noc(C)c1S(=O)(=O)N(CC(=O)NCc1ccccc1)c1ccc(C(C)C)cc1	-4.1	-2.6	1	-5	97	-32	1	3	21
CC(=O)N1CCN(c2ccc(NCc3ccc(F)cc3)cc2)CC1	-16	-3.4	6	3	98	-13	18	-1	9
O=C(OCc1cc2ccccc2[nH]c1=O)c1ccccn1	1.6	0.1	-19	0	100	-7	-1	8	9
Cc1ccc(C(C)NC(=O)Cc2cccs2)c(C)c1 (stereo not drawn)	-4.3	-3.0	10	-1	100	0	6	4	-6
NC(=O)c1c(/N=C/c2cccs2)sc2c1CCCC2	0.3	-0.8	14	6	90	-7	-2	-24	3
O=C(N/N=C/c1ccncc1)NC12CC3CC(CC(C3)C1)C2	-5.3	-3.0	-4	-5	106	-25	3	0	3
CCOC(=O)CNC(=O)N1CCC(CCC(=O)N(C)Cc2ccccc2)CC1	-1.2	-2.3	35	-6	112	-15	6	12	18
CCOC(=O)c1c(NC(=O)CN2C(=O)NC3(CCC(CC)CC3)C2=O)sc(C)c1-c1ccc(C)cc1 (stereo not drawn)	-0.1	-1.5	-3	-3	85	-5	5	0	2
Cc1nn(C)cc1CNC(=O)c1ccc(F)cc1	2.3	-1.0	5	1	109	-1	-6	10	17
COc1ccccc1-n1c(CNC(=O)c2ccco2)n[nH]c1=S	-4.2	-5.2	2	12	101	-13	-2	3	7
Cc1ccc(NC(=O)COC(=O)c2ccc(F)cc2Cl)c(Br)c1	-3.6	-5.5	5	-5	101	-4	6	-1	-12
Cc1ccc2c(c1)COc1c3ccc(C(=O)N[C@@H](CO)C(C)C)cc3nn1-2	x	x	34	x	89	x	x	2	-4
CN(c1ccccc1)S(=O)(=O)c1ccc(C(=O)OCC(=O)NC(N)=O)cc1	-1.5	-0.4	-9	-3	106	-9	-9	5	x
Cc1c(C(=O)N/N=C/c2ccoc2)cccc1[N+](=O)[O-]	-0.6	-1.1	7	-2	104	-5	7	3	27

Profiles, looked up by structure. Order of screens: IMP-1 inhibitor	VIM-2 inh	UBC9 SUMO inh	M18AAP inhibitor	MEKK2 WT-MEK5	FID counter	HCV NS3 hel inh	MEKK2 mut-MEK5	NALP1 inh
Record of `COc1cc(C(=O)Nc2cc(C)cc(C)c2)c(-n2cnnn2)cc1OC` : -3.6	-1.5	9	-10	85	-4	-5	-11	-5
Record of `COc1ccc(-n2c(Cc3cccn3C)nnc2SCC(=O)N2CCOCC2)cc1` : -3.6	-2.2	7	-2	89	-26	0	-4	12
Record of `Cc1ccc2c(c1)COc1c3ccc(C(=O)N[C@@H](CO)C(C)C)cc3nn1-2` : x	x	34	x	89	x	x	2	-4

The results go on:
SMILES	IMP-1 inhibitor	VIM-2 inh	UBC9 SUMO inh	M18AAP inhibitor	MEKK2 WT-MEK5	FID counter	HCV NS3 hel inh	MEKK2 mut-MEK5	NALP1 inh
CCNCC(=O)N1c2ccccc2CCc2ccc(NC(C)=O)cc21	1.2	1.9	13	6	102	8	6	-3	3
COc1ccc(-n2cnc3c(sc4nccc(N(C)C)c43)c2=O)cc1	-0.4	-1.1	6	-5	104	-21	-12	-1	-23
COc1c(Br)cc([N+](=O)[O-])c(OC)c1C(=O)NC(=O)Nc1nc(C)cc(C)n1	0.6	-0.2	14	0	82	-12	10	-19	7
O=C(Oc1ccc(Cl)c2cccnc12)C12CC3CC(CC(C3)C1)C2	-3.3	-0.8	3	-6	87	-4	0	0	33
O=C(O)CCCC(=O)NCCc1ccncc1	1.3	-5.2	-4	-7	109	5	1	4	5
O=C(CS(=O)(=O)Cc1ccccc1)Nc1nc2c(s1)CCCC2	-1.4	-1.4	-1	1	108	-22	-7	11	7
COc1ccc(C2/C(=C(/O)c3ccc4c(c3)CC(C)O4)C(=O)C(=O)N2CCCN2CCOCC2)cc1 (stereo not drawn)	-2.2	1.9	15	8	94	-34	7	-5	-1
NC(=O)c1nsnc1-c1ccccc1O	-0.6	-0.2	12	2	100	1	-11	0	32
Cc1ccc(-c2nc3ccccc3n2C)o1	-5.5	-3.2	28	2	102	-2	5	2	13
CC(=O)n1cc([C@@H]2C=C(C(=O)N3CCN(Cc4ccc5c(c4)OCO5)CC3)O[C@H](OCc3ccc(CO)cc3)C2)c2ccccc21	-3.7	-1.1	-12	5	107	-13	-44	6	3
COc1ccccc1/C=N/OCc1cc(C(C)=O)ccc1OC	0.4	2.3	-5	-7	101	-28	-14	0	27
Cc1nn(Cc2cccc(C(=O)NC3CCCCC3)c2)c(C)c1Cl	-1.1	-0.5	17	-13	x	-33	-8	x	16
CC1CCN(S(=O)(=O)c2ccc3c(c2)c(=O)c(C(=O)NCc2cccs2)cn3C)CC1	-0.7	-0.7	10	-2	x	6	10	-8	41
Cc1cccc(NC(=O)c2ccccc2-c2ccccc2)c1	-2.9	-2.8	0	8	97	-11	-7	3	3
Cc1oc(-c2ccccc2Cl)nc1CS(=O)(=O)CC(=O)NC1CCCC1	-1.8	-2.0	13	1	97	-29	-7	-5	-2
COc1cccc(CNC(=O)CSCc2cnn(-c3ccccc3)c2-n2cccc2)c1OC	-2.9	-3.3	6	7	94	-32	-4	-2	8
Cc1nnsc1C(=O)NNC(=O)Nc1ccccc1	-4.7	-3.2	14	10	98	-3	1	-5	10
Cc1cc(C)c(C)c(S(=O)(=O)N[C@@H](C)C(=O)OCc2cc(=O)n3cc(Br)ccc3n2)c1C	-1.3	-1.3	10	0	99	-28	8	1	-12
Cc1ccc(NC(=O)c2ccco2)c(NC(=O)C2CCCO2)c1 (stereo not drawn)	-1.1	-1.9	29	-10	101	2	4	3	11
